OX1R antag-1: blocks the human orexin 1 receptor | CHO/OX1R cells, Fluo-8 calcium fluorescence, orexin A | inhibition, % at 5 µM | actives 0.43% (n = 330,000) | AID 434989;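 active = inhibition above its plate's threshold, mean inhibition of all tested compounds on the plate plus 3 SD, cut at about 37% in these data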;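 note: 0% = orexin A challenge wells and 100% = SB-334867-A antagonist wells; not every result past the cut was called active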
Target sequence (O43613 whole entry, looked up): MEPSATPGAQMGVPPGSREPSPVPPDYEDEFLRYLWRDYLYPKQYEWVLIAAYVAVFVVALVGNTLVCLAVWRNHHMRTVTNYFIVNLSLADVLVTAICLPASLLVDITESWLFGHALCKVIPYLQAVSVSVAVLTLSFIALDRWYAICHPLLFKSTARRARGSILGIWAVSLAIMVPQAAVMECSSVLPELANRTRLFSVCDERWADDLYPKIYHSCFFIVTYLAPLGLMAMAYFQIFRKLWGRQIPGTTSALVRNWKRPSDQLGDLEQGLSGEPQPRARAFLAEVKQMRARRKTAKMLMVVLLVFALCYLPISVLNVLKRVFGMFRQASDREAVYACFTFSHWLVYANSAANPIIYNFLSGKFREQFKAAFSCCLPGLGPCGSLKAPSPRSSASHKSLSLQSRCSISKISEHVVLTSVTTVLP
OX1R antag-2: blocks the human orexin 1 receptor; OX1R-expressing cells, FRET antagonist read-out; inhibition, % at 6.6 µM; actives 1.8% (n = 330,000); AID 485270; in the data active = inhibition mostly above about 38%, no sharp cut-off; inactive = mostly below about 40%;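 note: 0% = agonist challenge alone and 100% = reference antagonist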
Starred values were filed as active, the others as inactive.

SMILES	OX1R antag-2	OX1R antag-1
O=C1CCCc2sccc2N1	0	1
O=C(CSc1nccn1-c1ccccc1)NCc1ccc(F)cc1	15	-10
O=C(NC(=S)Nc1ccc(CN2CCOCC2)cc1)c1ccc2c(c1)OCCO2	12	-19
CCn1cc([N+](=O)[O-])c(C(=O)Nc2ccn(C34CC5CC(CC(C5)C3)C4)n2)n1	13	-9
COc1ccc(C(=O)Nc2nc(N3C(=O)c4ccccc4C3=O)n(-c3ccccc3)n2)cc1	26	-24
COc1ccccc1NS(=O)(=O)c1cc([N+](=O)[O-])ccc1N/N=C/c1c[nH]c2ccccc12	1	31
O=C(NCCCN1CCOCC1)c1ccc2c(c1)N(Cc1c(F)cccc1Cl)C(=O)CS2	-1	-38
C/C(=N\NC(=O)CNc1cccc(C(F)(F)F)c1)c1cccs1	21	-12
O=C(O)c1ccc(OS(=O)(=O)c2ccc(Cl)s2)c(Cl)c1	2	-12
CCNc1nc(SC)nc(N(C#N)CC(=O)OC)n1	4	-6
COc1ccc(-c2noc(-c3ccc(Br)o3)n2)cc1	7	-13
CCCCCCn1c(SCC(=O)c2ccccc2)nc2c1c(=O)[nH]c(=O)n2C	5	-13
CCOC(=O)CCNC(C)C1COc2ccccc2O1 (stereo unspecified)	8	3
CCn1c(SCC(=O)N2CCCCCC2)nc2ccccc2c1=O	40	-27
CSc1ccccc1OCc1cc(C(=O)N[C@H]2CCCCNC2=O)no1	22	-18

The last 2 records of the part before are carried over, then new ones follow.
SMILES	OX1R antag-2	OX1R antag-1
CCn1c(SCC(=O)N2CCCCCC2)nc2ccccc2c1=O	40	-27
CSc1ccccc1OCc1cc(C(=O)N[C@H]2CCCCNC2=O)no1	22	-18
COc1ccc(C(=O)NC(=S)Nc2ccc(CN3CCOCC3)cc2)cc1Br	12	-7
CCOC(=O)C1=C(C)OC(N)=C(C#N)C1c1cc2cc(C)ccc2nc1N1CCCCC1 (stereo unspecified)	22	-39
CCOc1ccccc1NC(=O)c1ccc(S(=O)(=O)N2CCCCC2)cc1	23	-20
C=CC[C@@H](CC(=O)N(CCO)Cc1ccccc1)C(=O)N[C@@H](COC(=O)[C@H](CC=C)CC(=O)OC(C)(C)C)Cc1c[nH]c2ccccc12	8	-10
O=C(O)CCc1nc2ccccc2n(CCc2ccccc2)c1=O	25	-14
COc1ccc(/C=N/Nc2nc3ccccc3c(=O)[nH]2)cc1	13	-28
Nc1oc2ccccc2c(=O)c1C=O	5	-7
COCCN1CCN(C(=O)C2CCC(=O)N(CCc3ccccc3)C2)CC1 (stereo unspecified)	1	2
CC1Cc2cc(S(=O)(=O)N3CCC(C(=O)N4CCN(c5ccccc5F)CC4)CC3)ccc2N1C(=O)C1CC1 (stereo unspecified)	2	1
O=C1N[C@@H](Cc2ccccc2)COC(=O)[C@@H](Cc2ccc(F)cc2)CC/C=C/C[C@@H]1CC(=O)N(CCO)Cc1ccccc1	9	14
CCc1ccc(NC(=O)C(=O)N/N=C(\C)CC(=O)NCCOC)cc1	19	-2
Cc1cc(C)cc(NC(=S)NCCCO)c1	11	5
COc1ccccc1Nc1nc2ccccc2n2cnnc12	60	11
COc1ccc(-c2sc3cc4c(cc3c2-c2ccc3c(c2)OCCO3)OCO4)cc1	-6	0
O=C(CN1CCOCC1)Nc1cccc(C(=O)Nc2cccc(C(F)(F)F)c2)c1	13	-18

SMILES	OX1R antag-2	OX1R antag-1
Cc1ccc(CNCCC2=CCCCC2)cc1	17	-13
N#CC1(c2ccccc2)CCC(=NO)CC1 (stereo unspecified)	8	-4
Cc1cc(/C=N/NC(=O)c2cccs2)c(C)n1-c1cnccn1	16	-8
CC1(C(=O)O)CCC(C(=O)NNC(=O)c2ccccc2O)C1(C)C (stereo unspecified)	-5	-13
COc1ccc(-n2nc3c(c2NC(=O)C2CC(=O)N(c4ccccc4)C2)CS(=O)(=O)C3)cc1 (stereo unspecified)	9	-16
CSc1cc(C)nc(NC(C)=O)n1	8	-17
COc1ccc(-n2c(COc3ccc4c(c3)OCO4)nnc2SCC(=O)O)cc1	10	-6
COC(=O)C(Cc1ccccc1)NC(=O)CCCC(=O)NCc1cccc(OC)c1 (stereo unspecified)	-5	-14
O=C(Nc1ccc(C(=O)O)cc1)/C(=C\c1cccc([N+](=O)[O-])c1)NC(=O)c1ccc(Br)o1	31	-27
CCOC1(c2ccccc2)CC1C(=O)N/N=C/c1cccc([N+](=O)[O-])c1 (stereo unspecified)	11	-38
O=C(c1ccc(Br)c(S(=O)(=O)N2CCCCC2)c1)N1CCCCC1	31	-15
O=C(CCCCl)Oc1ccc2cc(-c3ccc4ccccc4n3)c(=O)oc2c1	12	3
N#Cc1cnn(-c2ncnc3sc4c(c23)CCCC4)c1N	-5	-18
COc1cc(Br)c(C(=O)c2nccc3cc(OC)c(OC)cc23)cc1OC	37	-22
Cc1cccc(N2CCN(C(=O)CC(NC(=O)c3ccccc3)c3ccccc3)CC2C)c1 (stereo unspecified)	20	-9

SMILES	OX1R antag-2	OX1R antag-1
Cc1cc2c(c(=O)n1Cc1ccco1)C(c1ccccc1)C(C#N)=C(N)O2 (stereo unspecified)	14	-11
Cc1cccc(C(=O)Nc2cc(C)ccc2NC(=O)COc2ccccc2)c1	34	-9
CN(C)S(=O)(=O)c1ccc(Cl)c(NC(=O)CN2CCCC2)c1	24	-10
Cc1sc2c(c1C)CN(C(C)(C)C)CN2C(=O)c1ccccc1	16	-37
CCOC(=O)c1ccc(NC(=O)N2CCc3ccccc3C2)cc1	30	-8
CC(=O)c1cc2c(cc1NC(=O)CN1CCOCC1)OCO2	13	1
O=C(c1ccc([N+](=O)[O-])cc1)N(Cc1ccccc1)c1ccccn1	18	-6
O=C(CCc1nnc(CCCCc2ccccc2)o1)N1CCCC(O)C1 (stereo unspecified)	17	-8
O=C(Nc1nccs1)C1CC(=O)N(c2ccccc2Cl)C1 (stereo unspecified)	5	-15
CCOC(=O)Cn1cc(/C=N/NC(=O)c2ccc(C#N)cc2F)c2ccccc21	7	-12
O=C(Nc1ccc(Cl)cc1)NC1CCCCNC1=O (stereo unspecified)	7	-11
Cc1ccc(-c2noc(C3CCCN(C(=O)c4ccccc4Br)C3)n2)o1 (stereo unspecified)	17	-19
COc1cc(/C=N/NC(=O)C2CC(=O)N(c3ccc(C)cc3)C2)cc(OC)c1OC (stereo unspecified)	28	-16
Cc1ccc(CCNC(=O)c2ccc(NC3=NC4CS(=O)(=O)CC4S3)cc2)cc1 (stereo unspecified)	3	-12
O=C(NNC(=O)C1CC(=O)N(Cc2ccccc2)C1)c1ccc(Br)cc1 (stereo unspecified)	52	-11

Single records, as listed above. Values in the order: OX1R antag-2 | OX1R antag-1
CCOC(=O)Cn1cc(/C=N/NC(=O)c2ccc(C#N)cc2F)c2ccccc21 is listed as 7 | -12
O=C(Nc1nccs1)C1CC(=O)N(c2ccccc2Cl)C1 (stereo unspecified) is listed as 5 | -15
O=C(c1ccc([N+](=O)[O-])cc1)N(Cc1ccccc1)c1ccccn1 is listed as 18 | -6

The listing picks up; the 3 compounds before the break are reprinted first.
SMILES	OX1R antag-2	OX1R antag-1
COc1cc(/C=N/NC(=O)C2CC(=O)N(c3ccc(C)cc3)C2)cc(OC)c1OC (stereo unspecified)	28	-16
Cc1ccc(CCNC(=O)c2ccc(NC3=NC4CS(=O)(=O)CC4S3)cc2)cc1 (stereo unspecified)	3	-12
O=C(NNC(=O)C1CC(=O)N(Cc2ccccc2)C1)c1ccc(Br)cc1 (stereo unspecified)	52	-11
Cc1cc(/C=C2/C(=O)NN(c3ccccc3)C2=O)c(C)n1-c1cccc(O)c1	50	-12
Cn1cccc1/C=N\NC(=O)C1COc2ccccc2O1 (stereo unspecified)	9	-28
Cc1ccc(CCC(=O)Nc2ccc(Cl)cc2)o1	5	-21
CCN(CC)c1ccc(C(=S)NC2CCCCC2)cc1	26	-24
O=C(CN1CCN(C(=O)CNC(=O)c2ccc3c(c2)OCO3)CC1)Nc1cccc(F)c1	3	-16
CN(C)S(=O)(=O)c1ccc(C(=O)NCc2ccccn2)cc1	12	-2
CN(C(=O)COC(=O)c1ccc(Cl)c(N)c1)c1ccccc1	16	-23
CC(C)COC(=O)c1ccc(NC(=O)C2C3CCC(C3)C2C(=O)O)cc1 (stereo unspecified)	34	-11
CN=C1S/C(=C\c2ccc(N3CCCC3)c(F)c2)C(=O)N1C	8	-13
Cc1sc2ncnc(SCC(=O)NC(=O)NCc3ccco3)c2c1C	3	-22
Cc1c(OCC(=O)OC(C)(C)C)ccc2c3c(c(=O)oc12)CCC3	21	-15
CC1(c2ccc3c(c2)OCCCO3)NC(=O)N(CC(=O)Nc2cccc(C#N)c2)C1=O (stereo unspecified)	8	-24
Cc1cc(C)nc(NS(=O)(=O)c2ccc(NC(=O)Nc3ccccc3)cc2)n1	19	-7
CCC(C)(C(=O)NC1CCCCC1)N(C(=O)CNC(C)=O)c1c(C)n(C)n(-c2ccccc2)c1=O (stereo unspecified)	4	-9
O=C(NCCCc1ccccc1)c1ccncc1	26	-28

SMILES	OX1R antag-2	OX1R antag-1
Cc1cc(SCC(=O)OC/C(O)=C(\C#N)c2nc3ccccc3[nH]2)c(C)cc1Br	9	-18
COC(=O)c1c(C(=O)c2ccc(Br)cc2)n(C)c2ccccc12	5	-9
Cc1ccc(C(=O)Nc2ccc(N3CCCC3)cc2)cc1	11	-8
CCn1c(SCC(=O)Nc2ccc(C(C)=O)cc2)nc2c([nH]c3ccccc32)c1=O	38	-26
c1ccc(CC2CCN(Cc3ccccn3)CC2)cc1	18	1
CCOC(=O)c1c(C)[nH]c(C)c1S(=O)(=O)N(C)Cc1ccco1	15	-9
Cn1c(SCc2nc3ccccc3[nH]2)nnc1-c1cccs1	17	-22
Clc1cccc(Oc2ncc(CN3CCOCC3)s2)c1	11	-13
COc1cccc(NC(=O)C2CCN(C(=O)[C@@H]3Cc4ccccc4CN3)CC2)c1	-5	-9
C1CCC2(CC1)OCC1(CO2)COC2(CCCCC2)OC1	6	-4
O=C(Cn1ncc(Cl)c(Cl)c1=O)NCC1CCCCC1	21	6
CC1CCCC(C)N1C(=O)CSc1nc(N)c(-c2ccccc2)c(=O)[nH]1 (stereo unspecified)	16	-4
C/C(=N\OCC(=O)Nc1ccccc1C(=O)O)c1cccs1	30	-3
CCn1ccnc1CN(C)Cc1c(C(=O)N2CCCCCCC2)nc2ccc(Cl)cn12	-1	-36
CCS(=O)(=O)c1nc(S(=O)(=O)c2ccc(Cl)cc2)c(NCc2ccco2)s1	12	-17

Retrieved by structure from the entries so far (2):
SMILES	OX1R antag-2	OX1R antag-1
CCn1c(SCC(=O)Nc2ccc(C(C)=O)cc2)nc2c([nH]c3ccccc32)c1=O	38	-26
CCn1ccnc1CN(C)Cc1c(C(=O)N2CCCCCCC2)nc2ccc(Cl)cn12	-1	-36

Going on with the list:
SMILES	OX1R antag-2	OX1R antag-1
O=C(CCSc1ccccc1Cl)NNC(=O)c1ccncc1	11	14
CC(=O)c1cn(CC(=O)Nc2cccc(C)c2C)c2ccccc12	25	4
O=C(Nc1ccc(N2CCOCC2)cc1)c1ccc(S(=O)(=O)N2CCCCC2)cc1	8	-6
COc1ccccc1NS(=O)(=O)c1cc2c3c(c1)CC(=O)N3CCC2	14	-17
CCC(=O)c1ccc(OCC(=O)OCC(=O)N(C)CC(=O)Nc2ccc(F)cc2)cc1	12	-17
Cc1cc(CSc2nc(C)cc(=O)[nH]2)c2ncccc2c1	20	-15
Cc1ccc(C)c(NC(=O)C2CCCN2C(=O)NC2CCCCC2)c1 (stereo unspecified)	6	-13
COc1ccc(OC)c(NC(=O)Nc2c(O)ccc3ccccc23)c1	30	-18
COc1ccc(N=C2CC(C)(C)CC(=O)/C2=C(/O)c2ccccc2)cc1	11	-10
CCC(=O)N1CCc2cc(Br)cc(S(=O)(=O)NCc3ccccc3OC)c21	17	-35
Cc1ccc(NC(=O)C(OC(=O)c2ccc(NC(N)=O)cc2)c2ccccc2)cc1Cl (stereo unspecified)	26	-15
O=C(NC1CCCCC1)c1cc(C2CC2)nn1-c1ccccc1	18	-43
C=CCSCC1Nc2cc(Cl)c(S(N)(=O)=O)cc2S(=O)(=O)N1 (stereo unspecified)	10	-3
O=C(N/C(=C\c1ccc(F)cc1)C(=O)N1CCOCC1)c1ccccc1	4	-16
O=c1nc(-c2ccccc2)cc(C(F)(F)F)[nH]1	21	4
CCCn1nc(C(=O)Nc2ccc3nc(C)sc3c2)c2ccccc2c1=O	19	-36
COc1ccc(NC(=S)NNC(=O)c2ccco2)c(OC)c1	11	-15
Cc1ccc(S(=O)(=O)NCc2ccc3c(c2)OCO3)cc1C	34	-10
